Screening data as filed in PubChem BioAssay.
Shn3 3UTR inh: inhibitors of Schnurri-3 3'UTR reporter in osteoblasts | AID 588674 | Clone20 osteoblast Shn3 3'UTR firefly luciferase, 24 h | inhibition, % at 12.5 µM | 360,000 compounds, 0.52% hits;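 active = mean inhibition of at least 75% with every replicate also reaching 75%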;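 also: 0% = median of neutral control wells and 100% = pilot-screen positive control compound; some compounds past the cut are filed as inactive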
CF NFkB inh: cystic fibrosis NF-kB activation inhibition | KKLEB NF-kB-GFP reporter, PAF-induced, GFP fluorescence overnight | AID 588850 | inhibition, % at 5 µM | 360,000 compounds, 0.86% hits;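 active = at least 50% inhibition at 5 µM, scaled per plate between neutral and stimulator controls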;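 also: PAF is a Pseudomonas aeruginosa culture filtrate used as stimulus; plate controls were PAF-stimulated DMSO wells for no effect and unstimulated DMSO wells for full effect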
TRPM1 prom inh: inhibitors of MITF-driven TRPM1 promoter in melanoma cells; SK-MEL-5 TRPM1 promoter luciferase, 24 h; 330,000 compounds, 0.83% hits; inhibition, % at 12.5 µM; AID 488899;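 active = mean inhibition across replicates of 60% or more, whatever share of single replicates reaches that level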; also: values of inactives mirror those of a sister screen read the other way
aDG glyco up: alpha-DG glycosylation activation. 360,000 compounds, 0.22% hits. Pro5-aDG cells, alpha-DG glycosylation AlphaScreen (IIH6); 0% Pro5, 100% B10-LARGE cell signal. activation, % at 10 µM;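 active = activation of at least 8% versus controls, or a plate z-score of at least 8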;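 also: Pro5 are CHO cells carrying HIG-tagged alpha-DG that lacks glycosylation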
NR2E3 ag-1: agonists of human nuclear receptor NR2E3; 320,000 compounds, 0.12% hits; AID 2300; Q9Y5X4; GST-NR2E3/biotin-RetCOR TR-FRET, 1536-well; inhibition of corepressor binding, % at 4.78 µM;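 active = percent inhibition above the cutoff of mean plus 3 SD of all tested compounds, set per screening campaign, cut at about 20% in these data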;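 also: 0% = DMSO wells and 100% = biotin wells as full block of FRET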
Target sequence (Q9Y5X4 whole entry, looked up): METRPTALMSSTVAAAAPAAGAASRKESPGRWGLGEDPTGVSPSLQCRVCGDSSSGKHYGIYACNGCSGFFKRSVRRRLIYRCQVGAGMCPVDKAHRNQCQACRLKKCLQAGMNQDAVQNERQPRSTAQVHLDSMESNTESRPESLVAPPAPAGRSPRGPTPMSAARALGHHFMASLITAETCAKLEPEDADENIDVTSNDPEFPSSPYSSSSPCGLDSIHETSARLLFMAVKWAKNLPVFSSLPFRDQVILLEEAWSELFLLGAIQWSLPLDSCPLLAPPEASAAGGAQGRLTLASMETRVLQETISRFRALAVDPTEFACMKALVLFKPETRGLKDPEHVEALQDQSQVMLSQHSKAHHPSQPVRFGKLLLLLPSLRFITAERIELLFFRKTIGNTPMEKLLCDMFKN
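Material: NR2E3–RetCOR corepressor complex / Amount: 1.35 nM GST-NR2E3 / Medium: Tris pH 7.5 / Compound: single nominal compound dose of 4.8 µM / Incubation: 5 h at 4 °C / Technique: TR-FRET, Eu(K)-anti-GST donor, streptavidin-D2 acceptor, ex 340, em 617/671 nm / Read-out basis: percent loss of FRET ratio relative to control wells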
Peg3 promoter: Peg3 promoter activity inhibition. HeLa PEG-Prom luciferase reporter, luminescence, overnight. inhibition, % at 20 µM. 360,000 compounds, 1.7% hits;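 active = inhibition of at least 50% at 20 µM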
KKLEB cytotox: counter-screen for CF NF-kB inhibitors: cytotoxicity. activity change (cytotoxicity), % at 5 µM. KKLEB CF airway cells viability, ATPlite luminescence, overnight; active compounds read low; cells stimulated with P. aeruginosa culture filtrate. 360,000 compounds, 0.36% hits. AID 602141;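 active = corrected activity change at or below -50% at 5 µM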
NR2E3 ag-2: activates human NR2E3 receptor; Q9Y5X4; CHO-S Gal4-NCOR/VP16-NR2E3 two-hybrid, luciferase; inhibition of corepressor binding, % at 3.98 µM; 360,000 compounds, 0.35% hits; AID 602229;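 active = inhibition above the mean of all tested compounds plus 3 SD, cut at about 70% in these data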;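 also: 0% = DMSO with NR2E3 transfected cells and 100% = cells lacking NR2E3 construct; higher means lower luciferase signal from less NR2E3 corepressor binding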
HIF-2a block: inhibitors of HIF-2a. 360,000 compounds, 0.72% hits. AID 624352. inhibition, % at 18.8 µM. 786-0 RCC cells HIF-2a reporter, luciferase luminescence, overnight;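 active = inhibition of the luminescence signal of 40% or more relative to plate controls, in a single-dose primary screen at 18.75 µM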
hiPSC survival: hiPSC single-cell survival enhancement | ATPlite luminescence; 100% = ROCK inhibitor wells, 0% = DMSO | survival enhancement, % at 20 µM | 360,000 compounds, 0.044% hits; in the data active = survival enhancement above about 18%;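 also: cells exposed to compounds for 16 hours before the ATP read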
TWEAK-Fn14 inh: TWEAK-Fn14 signaling inhibition; TWEAK-stimulated Fn14 reporter cells, luciferase luminescence, 8 h; inhibition, % at 10 µM; 360,000 compounds, 2% hits; in the data active = inhibition above about 50%
* marks the source's active call; other numbers are inactive results; x = not tested or not shown.

Molecule,Shn3 3UTR inh,CF NFkB inh,TRPM1 prom inh,aDG glyco up,NR2E3 ag-1,Peg3 promoter,KKLEB cytotox,NR2E3 ag-2,HIF-2a block,hiPSC survival,TWEAK-Fn14 inh
O=C(c1ccccc1)N1CCN(CC2CC=CCC2)CC1 (centres undefined),4,5,8,0.4,-1,0,9,3,12,7.7,-20
CCNCc1cc([N+](=O)[O-])ccc1OCC,-19,3,-7,0.0,0,4,8,-14,9,1.0,-8
CCOC(=O)c1c(/N=C/c2ccc(C)cc2O)sc2c1CCC2,-15,14,14,0.0,-1,3,-1,27,8,-0.9,12
O=C1c2ccccc2S(=O)N1c1cccc(F)c1 (centres undefined),-6,-19,x,0.0,x,-22,4,-38,-11,-0.8,26
Cc1cccc(N2C(=O)N3[C@H]4c5ccccc5OC[C@@H]4[C@@H](c4ccccc4)[C@@]3(C)C2=O)c1,-4,39,4,-0.1,x,8,7,-10,20,-2.2,-19
CCC(=O)c1ccc(OCC(=O)c2ccc3c(c2)NC(=O)CO3)cc1,7,-23,5,0.1,-1,-5,-4,-11,10,0.0,2
CCC1(CC)NC(=S)NC1=S,-14,-4,8,0.2,x,4,6,8,5,2.3,2
Cc1ccc(CN2CN(S(=O)(=O)c3cccs3)c3nc4ccccc4nc32)cc1,-7,6,-64,0.4,1,-236,-8,-118,-282,-0.8,32
Cc1cc(=O)oc2cc3c(cc12)OCCN3,12,-2,-5,-0.1,0,-34,8,-2,-20,0.4,-30
COCc1cc(/C=N\NC(=O)COc2ccccc2)ccc1OC,14,-3,-11,-0.1,3,15,1,-26,15,4.3,15
COc1ccc(S(=O)(=O)N2CCN(C)CC2)cn1,17,-6,-4,0.1,3,10,-7,-10,5,-0.5,0
COn1c(=O)c(-c2ccc(Cl)cc2)[n+]([O-])c2ccccc21,-9,-14,0,-0.2,-1,-2,11,11,-17,3.7,-1
COc1cccc(-c2nc(N3CCC(C)CC3)c3ccccc3n2)c1O,10,-2,23,-0.6,-2,0,4,-1,-16,3.6,23
Cc1ccc(S(=O)(=O)N(C)c2ccc(C(=O)N(C)Cc3nc4ccccc4c(=O)[nH]3)cc2)cc1,13,21,6,0.3,x,3,-12,9,-9,-0.4,-4
COc1ccccc1N(CN1CCCC1=O)C(=O)c1ccccc1F,5,11,-11,-0.3,-1,4,-9,-14,12,-1.4,12
COc1ccc([C@H]2C[C@@H](n3cc(-c4ccc(F)cc4)nn3)[C@H](O)CN2CC2CCCCC2)cc1,36,4,x,-0.1,x,23,-13,-31,6,-2.2,18
Cc1ccc(C)c(-n2c(SCC(=O)Nc3nonc3C)nnc2-c2ccoc2C)c1,11,7,14,0.4,0,10,-10,-41,17,-0.6,-8
N=C(N)c1ccc(N=Nc2c(O)ccc3c2[nH]c2ccccc23)cc1,14,0,27,-0.7,x,98*,6,11,-11,-2.2,-3
Nc1ccn([C@@H]2O[C@H](C(=O)N[C@H]3c4ccccc4C[C@H]3O)[C@@H](O)[C@H]2O)c(=O)n1,30,-3,x,0.3,x,-2,8,12,12,-2.6,-11
Cc1onc(-c2c(F)cccc2Cl)c1C(=O)OCC(=O)N1C(C)CCCC1C (centres undefined),-1,-10,6,0.2,x,10,6,22,16,2.7,27
COc1cc(F)ccc1-c1cc(C(=O)NCc2ccc(F)cc2)[nH]n1,10,-26,x,0.0,x,-29,3,-10,-10,-1.6,-16
CC(=O)Nc1ccc(S(=O)(=O)N[C@@H](C)C(=O)OCC(=O)Nc2ccc3c(c2)OCCO3)cc1,-22,-60,3,0.7,x,-11,12,-15,-13,2.6,7
Cc1cccc(NC(=O)CCOc2ccccc2)c1C,-3,-12,7,-0.1,-1,-10,4,8,-36,-0.2,-11
COc1cccc(/C=N/NC(=O)COc2cccc3cccnc23)c1O,35,2,-23,0.8,-3,40,3,0,-26,-0.3,-14
Cc1cc(C)cc(OCC(=O)Nc2cccc(C(=O)O)c2)c1,-38,-5,-14,-0.1,2,-60,9,-10,-54,-2.9,-4
Cc1ccc(NC(=S)NN2CCN(C)CC2)c(C)c1,-7,6,7,0.1,0,2,-4,-3,1,-2.4,-7
Cc1ccc(OCC(=O)N(Cc2ccc(N(C)C)cc2)C2CCS(=O)(=O)C2)cc1 (centres undefined),3,-20,-9,0.1,4,10,-12,-19,12,0.8,-6
CCn1c(Sc2ccc([N+](=O)[O-])cn2)nnc1-c1ccco1,39,34,-6,0.2,-1,9,-9,-2,34,-1.8,55*
COCCn1c(N)c(N(Cc2ccccc2)C(=O)Cc2ccccc2F)c(=O)[nH]c1=O,1,-21,7,-0.2,1,11,2,18,17,1.0,10
Cc1cc(C)c(C#N)c(SCC(=O)N(CC(C)C)C2CCS(=O)(=O)C2)n1 (centres undefined),9,-6,-8,0.2,x,-2,0,-7,1,-0.3,5
CS(=O)(=O)N(CC(=O)N1CCOCC1)c1cccc(Cl)c1Cl,12,-14,18,-0.1,0,6,2,-14,20,-0.8,4
O=C(O)CCn1cc(/C=C2/NC(=S)N(c3ccccc3)C2=O)c(-c2ccccc2)n1,13,-16,3,0.3,-1,11,17,-6,10,-1.9,1
O=C(Nc1ccccc1)Nc1nnc(Cc2ccc([N+](=O)[O-])cc2)s1,-1,21,3,-0.4,-1,25,-4,-3,7,-1.4,-19
COc1cc(/C=N\n2nnnc2N)ccc1OCc1ccc(F)cc1,4,-11,-41,0.6,3,-58,3,-10,-20,-0.5,-23
CCOC(=O)C1CCCN(C(=S)Nc2ccc(F)cc2)C1 (centres undefined),15,-4,3,0.0,3,22,11,-2,4,1.7,-12
COc1cc(NC(=O)Cn2c(-c3cncs3)nc3ccccc32)cc(OC)c1OC,-24,-42,1,0.3,-1,-11,20,11,-3,-0.4,-2
COCC1CCN(C(=O)c2cc(COc3ccc(F)cc3F)on2)C1 (centres undefined),7,11,-11,0.3,3,-24,0,-1,-47,-0.3,-4
CCOC(=O)CC(N)c1cccc([N+](=O)[O-])c1 (centres undefined),5,-4,5,-0.1,8,-27,17,-2,13,-0.8,7
Brc1c(OCCOCCn2cncn2)ccc2ccccc12,-17,17,-39,0.1,0,-114,-7,-32,-123,0.8,-28
O=C(/C=C/c1ccccc1[N+](=O)[O-])Nc1ccc(S(=O)(=O)Nc2ncccn2)cc1,-24,-38,-4,0.0,1,7,13,-32,19,0.6,-1
COc1ccc(NC(=O)C(Cc2cc(C)cc(C)c2)C(C)C(=O)O)cc1 (centres undefined),-33,-22,-14,0.1,-1,13,8,8,6,-0.3,-18
Cc1cc(C(=O)Nc2ccon2)c(C)o1,-4,1,-14,-0.4,1,5,-4,-14,-13,-0.4,-3
O=C(O)c1cc(NC(=O)c2cccc(F)c2)cc(NC(=O)c2cccc(F)c2)c1,7,1,-4,0.2,3,2,0,-2,10,0.0,2
O=C(CCNS(=O)(=O)c1ccc2c(c1)CCC(=O)N2)NCc1ccc2c(c1)OCO2,-14,-21,5,-0.3,-1,6,2,-10,0,6.1,-14
Nc1nc(Cl)nc2ncn(Cc3ccccc3)c12,-6,20,21,0.2,2,-2,4,-5,25,1.7,32

Laid out differently: two of the compounds above
Every second line gives: Shn3 3UTR inh	CF NFkB inh	TRPM1 prom inh	aDG glyco up	NR2E3 ag-1	Peg3 promoter	KKLEB cytotox	NR2E3 ag-2	HIF-2a block	hiPSC survival	TWEAK-Fn14 inh
- COc1cc(/C=N\n2nnnc2N)ccc1OCc1ccc(F)cc1
  4	-11	-41	0.6	3	-58	3	-10	-20	-0.5	-23
- CCOC(=O)C1CCCN(C(=S)Nc2ccc(F)cc2)C1 (centres undefined)
  15	-4	3	0.0	3	22	11	-2	4	1.7	-12

(more compounds)
Molecule,Shn3 3UTR inh,CF NFkB inh,TRPM1 prom inh,aDG glyco up,NR2E3 ag-1,Peg3 promoter,KKLEB cytotox,NR2E3 ag-2,HIF-2a block,hiPSC survival,TWEAK-Fn14 inh
C#CCOCCOCCOCCNc1nc(N2CCN(C(=O)CCCCCCCCCCNC(=O)[C@@H](CCSC)n3cc(CCO)nn3)CC2)nc(N2CCN(C(=O)CCCCCCCCCCNC(=O)[C@H](CCSC)n3cc(CCO)nn3)CC2)n1,17,34,15,-0.2,0,-1,8,14,-3,-1.0,-11
Cc1csc(NC(=O)c2cccc(C)c2C)n1,-59,-5,-73,0.1,-7,-226,2,-92,-244,0.8,-14
O=C(C1CCN(S(=O)(=O)c2cccc3cccnc23)CC1)N1CCc2ccccc21,26,-15,3,0.0,0,9,-1,-9,12,9.6,-37
CSc1ccccc1OCc1cc(C(=O)N(C)Cc2ccc(C)o2)no1,-4,15,-98,-0.2,-1,-308,2,-152,-184,1.0,-5
CCN1C(=O)c2ccccc2S(=O)(=O)c2ccc(C(=O)NC(C)C)cc21,11,7,-14,-0.1,-3,-11,-10,-18,14,-0.5,-10
Cc1cc(N2C(=O)C(O)=C(C(=O)c3cc4ccccc4o3)C2c2ccc(OC(C)C)cc2)no1 (centres undefined),-7,36,-1,0.0,11,-51,-35,-55,-122,-0.6,-10
CC(C)[C@H](NS(=O)(=O)c1ccccc1F)C(=O)OCC(=O)Nc1cccc(S(N)(=O)=O)c1,2,8,6,-1.2,x,0,-21,-3,-7,3.5,-4
CC(C)(C)C(=O)NC(=S)Nc1ccc(F)cc1,1,-8,-33,-0.1,1,-30,2,-12,-80,0.3,-7
CCCc1ccc(-c2cc(C(=O)NC3=NCCS3)c3ccccc3n2)cc1,-64,-3,-92,-0.1,-3,-216,-35,-85,-249,-2.5,6
O=C(O)C1CCCCC1C(=O)NCCCc1ccccc1 (centres undefined),5,-19,-4,0.1,-1,2,7,-7,8,-1.4,-9
NC(=O)CCn1ccc2ccccc21,-4,-1,14,0.3,3,2,11,4,7,-0.3,32
COCCn1c(SCC(=O)NC2CCCC2)nc2cccnc21,-2,-3,-2,0.3,3,14,-2,-15,21,-1.5,11
Cc1cc(SCC(=O)c2ccc(O)c(O)c2)nc2ccccc12,15,1,-12,0.1,0,15,-3,-29,13,-0.7,-36
CCN(C(=O)CSc1cc(C)c2ccccc2n1)C1CCS(=O)(=O)C1 (centres undefined),6,-1,15,-0.1,7,7,0,-6,8,-0.3,4
Cc1cc(C)c(NC(=O)COC(=O)CSc2ccc(Br)cc2C)c(C)c1,-3,-2,-10,0.1,-1,9,12,-2,4,2.4,4
Cc1c(C(=O)N2CCc3ccccc32)cnn1C,-13,-1,-8,-0.1,1,-15,0,-9,-23,0.4,18
CC(C)=NNC(=O)c1c(O)c2ccccc2[nH]c1=O,-14,-9,-12,-0.2,-2,-13,-10,-5,1,0.5,-4
